High-throughput results: PubChem BioAssay, several laboratories
S1P3 antagonist: blocks the human S1P3 receptor; Q99500; CHO S1P3 NFAT-BLA reporter, FRET fluorescence, antagonist mode; inhibition, % at 4.98 µM; actives 0.27% (n = 170,000); AID 485;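 active means inhibition above the plate cutoff, the mean inhibition of test wells on that plate plus 3 SD, cut at about 28% in these data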;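 further: cells challenged with S1P at its EC80 of 0.8 µM; blue over green emission ratio from cleaved BLA substrate after 4 h stimulation; 0% = S1P-stimulated wells and 100% = unstimulated DMSO-only wells; some compounds past the cut are filed as inactive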
RAM network inh: blocks the yeast RAM network; inhibition, % at 50 µM; AID 868; actives 1.8% (n = 190,000); S. cerevisiae dse1pr::URA3 reporter, 5-FOA growth OD615, 2 d; analog-sensitive cbk1-as2 kinase mutant strain;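 active means inhibition above a set limit, 3 SD over mean compound inhibition, cut at about 8.4% in these data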;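 further: 0% = DMSO-only wells with no growth and 100% = 10 µM 1-NA-PP1 full growth; inhibition rescues growth on 5-FOA so higher OD means more RAM inhibition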
Lmaj promast: inhibitors of Leishmania major promastigote growth. Leishmania major promastigotes, resazurin fluorescence viability. inhibition, % at 10 µM. actives 9% (n = 200,000). AID 1063; in the data active means inhibition above about 50%;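 further: promastigotes grown with compound for 44 hours at 28 °C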
Hsp70 activator: switches on Hsp70 transcription; HeLa Hsp70 promoter luciferase reporter, luminescence; scaled: vehicle 0, proteasome-inhibitor control 100%; AID 1203; activation, % at 10 µM; actives 0.04% (n = 200,000);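 active means activation above the mean across all tested compounds plus 3 SD, cutoff set per campaign, cut at about 5.5% in these data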;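 further: 100% = MG132 at 30 µM as the positive control and 0% = DMSO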
TNAP inh hiacc: TNAP (human) inhibition, high acceptor | P05186 | purified TNAP, CDP-star luminescence, 1 M DEA | inhibition, % at 20 µM | actives 0.03% (n = 200,000) | AID 1135;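 active means over 50% inhibition of tissue-nonspecific alkaline phosphatase at 20 µM in the single-dose screen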;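 further: plate controls were DMSO wells for no effect and EDTA-quenched wells as full inhibition for full effect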
Target sequence (P05186 whole entry, looked up): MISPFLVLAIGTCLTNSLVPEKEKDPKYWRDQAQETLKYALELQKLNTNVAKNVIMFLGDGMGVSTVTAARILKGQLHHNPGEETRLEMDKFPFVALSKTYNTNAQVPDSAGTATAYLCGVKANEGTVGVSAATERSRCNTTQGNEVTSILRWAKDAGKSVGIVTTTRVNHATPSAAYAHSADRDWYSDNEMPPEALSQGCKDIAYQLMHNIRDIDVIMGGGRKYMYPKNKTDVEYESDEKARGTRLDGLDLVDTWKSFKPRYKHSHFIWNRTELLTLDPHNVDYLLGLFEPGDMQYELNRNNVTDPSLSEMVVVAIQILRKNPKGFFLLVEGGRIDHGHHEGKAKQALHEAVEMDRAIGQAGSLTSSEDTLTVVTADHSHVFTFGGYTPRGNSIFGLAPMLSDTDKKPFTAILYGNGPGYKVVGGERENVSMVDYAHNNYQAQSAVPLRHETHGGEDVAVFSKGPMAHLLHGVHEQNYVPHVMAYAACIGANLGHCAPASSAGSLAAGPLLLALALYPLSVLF
PMI act hi M6P: increases human PMI activity with near-saturating mannose 6-phosphate; coupled PMI enzyme assay, resazurin fluorescence, 20 min; stronger effect = higher value; 1 = untreated enzyme, 0 = substrate-free blank; actives 0.34% (n = 190,000); P34949; activation factor at 20 µM;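 active means activation factor of 2 or more at 20 µM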
Target sequence (P34949 whole entry, looked up): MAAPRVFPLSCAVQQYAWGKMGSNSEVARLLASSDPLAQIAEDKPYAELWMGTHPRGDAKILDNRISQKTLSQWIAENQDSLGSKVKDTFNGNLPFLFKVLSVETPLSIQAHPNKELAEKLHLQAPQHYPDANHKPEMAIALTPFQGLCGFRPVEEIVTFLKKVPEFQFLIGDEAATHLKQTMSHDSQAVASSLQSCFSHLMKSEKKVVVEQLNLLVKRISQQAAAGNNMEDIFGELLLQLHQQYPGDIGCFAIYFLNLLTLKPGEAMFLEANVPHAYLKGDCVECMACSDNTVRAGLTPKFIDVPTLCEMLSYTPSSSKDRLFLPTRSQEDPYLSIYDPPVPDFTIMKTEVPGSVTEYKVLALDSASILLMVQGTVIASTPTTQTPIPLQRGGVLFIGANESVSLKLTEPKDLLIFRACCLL
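Test system: human phosphomannose isomerase with PGI, G6PDH, diaphorase coupling enzymes / Doses: 20 µM compound, 1% DMSO / Times: enzyme reaction with compound 20 min at room temperature / Measured by: Diaphorase-driven resazurin-to-resorufin fluorescence, excitation 544, emission 590 nm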
DTT redox prof: compounds producing H2O2 with reducing agent – biochemical, NIH compound library profiling, artefact control for MLSCN library redox annotation, primary screen; DTT-dependent redox cycling H2O2, phenol red/HRP absorbance; 100% = 100 µM peroxide control, 0% = buffer; activation, % at 10 µM; actives 0.03% (n = 200,000); AID 878;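 active means activation of at least 50% relative to the plate's high and low controls in the primary single-dose screen; inactive means activation below 50%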;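 further: compound incubated with DTT at 0.8 mM final as the reducing agent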
PMI act: increases human mannose-6-phosphate isomerase activity; actives 0.005% (n = 190,000); AID 1214; P34949; purified human PMI, coupled resazurin fluorescence, 20 min; stronger effect = higher value; 1 = vehicle control, 0 substrate-free wells; activation factor at 20 µM;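 active means activation factor of 2 or more at 20 µM, relative to plate controls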
HMGR II inh: inhibitors of class II HMG-CoA reductase from Enterococcus faecalis. purified E. faecalis HMGR, NADPH absorbance 340 nm kinetic. actives 0.41% (n = 190,000). inhibition, % at 10 µM;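 active means inhibition above a set limit, the median over all tested compounds plus 3 SD, cut at about 9.5% in these data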;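 further: enzyme runs in reverse so mevalonate oxidation gives rising NADPH absorbance; 0% = complete reaction with DMSO and 100% = background rate lacking mevalonate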
TNAP inh noacc: inhibitors of human TNAP without phosphate acceptor; P05186; purified TNAP, CDP-star luminescence, 30 min; inhibition, % at 20 µM; actives 0.26% (n = 200,000); AID 1012;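 active means tissue-nonspecific alkaline phosphatase inhibition above about 50% at 20 µM in the single-dose screen, limit read from the data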;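 further: 0% = DMSO negative control and 100% = EDTA positive control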
Active calls of the source: *; x = no result given. Rows were taken by chance; about 12% have a hit in one of these screens.

SMILES	S1P3 antagonist	RAM network inh	Lmaj promast	Hsp70 activator	TNAP inh hiacc	PMI act hi M6P	DTT redox prof	PMI act	HMGR II inh	TNAP inh noacc
Cc1nn(CC(=O)c2ccccc2Cl)c(C)c1[N+](=O)[O-]	-8	3.0	0	0.4	2	1	-1.3	1	0	-3
COc1cc(C2c3c(n[nH]c3C)C(=O)N2c2ccc(C)cc2)ccc1O (stereo unspecified)	-44	-0.1	-8	-0.3	-5	0.9	-0.5	1.1	-2	-11
Cc1cc([N+](=O)[O-])nn1CCCC(=O)Nc1ccc(Cl)cc1Cl	-7	2.7	3	-0.2	2	0.9	-1.3	1	-3	-2
CN1CCCN(C(=O)c2cc(=O)[nH]c3ccccc23)c2nc3ccccc3nc21	2	0.1	17	-0.3	1	1	2.6	1	-6	-2
CC(=O)c1cc(F)c(N2CCN(c3ccc([N+](=O)[O-])cc3F)CC2)cc1C	x	3.9	-6	-0.4	-7	1	0.6	1	-3	-3
Cc1ccc(-c2cc(C(F)(F)F)c(C#N)c(SCC(=O)O)n2)cc1	-9	-0.1	-3	-0.2	-9	1	-0.6	1	4	-10
CCNC(=S)NNC(=O)c1ccc(OC)cc1	25	1.0	-3	-0.2	-3	0.9	0.2	0.9	-3	-70
Cc1ccc(NC(=O)Cn2c(CCC(=O)O)ccc2-c2cccs2)cc1	x	4.2	-3	-0.3	-5	1.1	0.9	1	-7	-13
Cc1ccccc1CS(=O)(=O)Cc1ccc(C(=O)NCCCN2CC(C)CC(C)C2)o1 (stereo unspecified)	8	-0.4	-1	-0.1	-7	1	-0.4	1.1	-4	-12
CC1Oc2ccccc2N(CC(=O)c2cccc(Cl)c2)C1=O (stereo unspecified)	-2	2.6	-5	0.1	-5	0.9	0.4	1	5	-12
CSCC[C@H](NC(=O)c1nn(C)c(=O)c2ccccc12)c1nc2ccccc2[nH]1	x	0.4	-1	0.3	-6	1	-0.2	0.9	2	-3
O=C(NCCc1ccccc1)c1ccccc1NC(=O)C1CC=CCC1C(=O)O (stereo unspecified)	10	0.8	-8	0.2	-7	0.9	-0.2	0.9	-4	-9
Cc1oc(/N=C/c2ccc(Cl)cc2Cl)c(C#N)c1C	12	-0.5	-6	-0.5	-9	1.1	-0.2	1	-1	-18
COc1ccc(N2CC(O)=C(c3nc(-c4ccc(Cl)cc4)cs3)C2=N)cc1	-11	6.5	-8	-0.3	-2	1	-1.1	0.9	0	-15
Cc1ccc(-c2nnc(SCC(=O)N3CCCC3)o2)cc1C	-14	0.6	-3	-0.1	-8	1.1	0.5	1.1	-5	-15
O=C1CC(c2ccc(S(=O)(=O)NCc3ccccc3)cc2)CN1 (stereo unspecified)	6	0.1	-8	-0.3	-3	1	-1.0	1.1	-10	10
COc1cc(C)nc(OCCNC(=O)COc2ccc(Cl)cc2Cl)n1	-20	0.4	-4	-0.4	-4	0.9	1.7	0.9	-3	-7
N#C/C(=C/c1cc[nH]c1)C(N)=S	7	-0.4	0	-0.4	2	1.6	-0.3	1.5	-2	-30
CCOc1cc(/C=C2/SC(=Nc3ccccc3)N(Cc3cccnc3)C2=O)ccc1OCC#N	x	4.0	14	-0.3	-3	1	-3.2	0.9	-2	-10
O=C(NC(c1ccc(Cl)cc1)c1cc(Cl)c2cccnc2c1O)c1cccnc1 (stereo unspecified)	-8	2.1	99*	-0.3	-4	1	-0.8	1	-6	-26
CCOC(=O)Cn1nnc(-c2ccc(OCC(C)C)cc2)n1	-6	0.8	-4	-0.2	-8	1	3.1	1.1	2	-17
N/C(=N\OC(=O)c1ccc(F)cc1)c1nonc1N	6	2.2	-2	-0.1	-4	1.2	-0.1	1	4	-8
CCOC(=O)c1sc(NC(=O)COC(=O)CNC(=O)C2CCCCC2)c(C(=O)OCC)c1C	5	3.2	-4	-0.4	-2	0.9	-0.1	1	1	-3
COc1ccc(-n2c(=S)[nH]c3cc(C(=O)NCCCN4CCCC4=O)ccc3c2=O)cc1	-24	0.4	-4	-0.3	-4	1	3.9	0.9	-2	-9
Cn1cccc1C(=O)C(=O)Nc1ccccc1	x	0.2	-8	0.3	-5	1.1	15	1	-7	-13

(cont.)
SMILES	S1P3 antagonist	RAM network inh	Lmaj promast	Hsp70 activator	TNAP inh hiacc	PMI act hi M6P	DTT redox prof	PMI act	HMGR II inh	TNAP inh noacc
Cc1ccc2c(c1)c1c(n2CC2COC(C)(C)O2)C(=O)CCC1 (stereo unspecified)	3	0.9	4	0.1	-6	0.9	-0.8	1	-1	-5
CCC(C)[C@H](NC(=O)NCCCc1ccccc1)C(=O)OC (stereo partly specified)	x	-0.4	-3	-0.1	-2	1.1	-0.8	1.1	-4	0
CCCCCSc1nc2c(c(=O)[nH]c(=O)n2C)n1C	-4	-0.3	2	-0.2	-3	0.9	-0.7	1	-7	-14
Cc1ccc(C(=O)NNC(=O)c2cc(OCC(F)(F)F)ccc2OCC(F)(F)F)cc1	x	-0.1	1	-0.2	-2	1	-4.0	1.1	-3	-14
O=C(c1ccccc1)c1nn(-c2ccccc2)c(=O)cc1C(F)(F)F	x	-1.7	11	-0.5	0	0.9	0.6	0.9	4	-6
N#C/C(=C\c1cn(CC(=O)N2CCCCC2)c2ccccc12)C(=O)NCc1ccc2c(c1)OCO2	1	6.0	-7	-0.1	-4	1.1	-0.6	0.9	-4	7
O=C(Nc1ccccc1C(=O)NCc1ccccc1)c1ccccc1Br	-7	1.2	8	-0.5	-2	0.9	0.1	0.8	3	4
CCc1cccc(OCCOCCN2CCCC2)c1	x	-0.3	97*	0.2	-3	1	0.5	1.1	-3	-2
Cc1ccc(NC(=O)CSc2ccc(-c3ccc4c(c3)OCO4)nn2)cc1F	-4	3.5	-4	-0.3	-2	1.1	1.1	1	2	-8
C=C(C)CN1CCN(c2c(CCC#N)c(C)c(C#N)c3nc4ccccc4n23)CC1	x	-0.5	0	0.3	-2	1	0.4	0.9	-9	-21
C=CCN1C(=O)C(CCCC)NC1=S (stereo unspecified)	-1	0.1	27	0.0	-3	1.4	-0.3	1.5	-2	-12
CCOc1ccc(CCNC(=O)Cn2ccc3ccccc3c2=O)cc1OCC	17	4.2	-4	0.4	-4	1	-2.6	1.1	-7	-12
CCOc1ccc(C(=O)Nc2cc(S(=O)(=O)Nc3ccccc3Cl)ccc2N2CCOCC2)cc1	5	6.6	97*	-0.2	-1	1	-0.1	1.1	-1	-12
CNc1nc(SC)nc(N(C#N)CC(=O)OC)n1	x	-0.2	1	0.0	-1	0.9	0.7	0.9	-2	-4
CCS(=O)(=O)c1ccc2oc(SCC(=O)NCc3ccccc3)nc2c1	7	1.8	2	0.1	-5	1.1	-0.4	1.2	-5	-3
C[C@@H](c1ncncc1F)[C@](O)(Cn1cncn1)c1ccc(F)cc1F	-4	x	x	0.1	-2	1	x	1	1	-5
O=C(NCc1ccccc1)N1CCn2c(nc3ccccc32)C1	0	1.3	-7	0.1	-1	0.9	2.1	0.9	2	-6
Cc1ccc(NC(=O)CSC(N)=O)cc1Cl	-15	-0.3	-2	0.4	3	1.1	5.5	1	2	15
COc1ccc(C(=O)Nc2ncc3c(n2)-c2ccccc2CC3)cc1	x	-1.7	33	-0.2	-3	0.9	1.7	0.9	-2	-4
COc1ccc(C(=O)NCc2c(CC(C)C)oc(C)c2C(=O)O)cc1	24	-1.1	-6	-0.3	3	0.9	-0.8	0.9	3	-6
O=C(c1cccnc1Cl)N1CCOCC1	5	0.5	1	-0.2	2	1.1	-0.2	1.1	-4	-13
COc1cccc2cc(C(C)=O)c(=O)oc12	-11	2.2	-6	-0.5	1	0.9	0.8	0.9	-2	2
COCCNC(=O)CN1CCOc2ccccc21	-2	0.9	-7	-0.3	-9	0.9	-0.9	1	3	-16
Cc1nnc(SCC(=O)Nc2ccc3c(c2)OCCO3)n1CC1CCCO1 (stereo unspecified)	-18	0.8	-6	-0.3	-6	1.1	-2.6	1.1	0	-8
CC(=O)OC1c2ccccc2C(=O)N1c1ccccc1C (stereo unspecified)	-46	0.0	-6	-0.2	-3	0.9	-0.7	0.9	3	-3

The results go on:
SMILES	S1P3 antagonist	RAM network inh	Lmaj promast	Hsp70 activator	TNAP inh hiacc	PMI act hi M6P	DTT redox prof	PMI act	HMGR II inh	TNAP inh noacc
CCCCC(CC)CNC(=O)CCS(=O)(=O)c1cccc2nsnc12 (stereo unspecified)	x	0.7	-9	-0.2	1	0.9	-2.0	0.8	0	-3
O=C(CC1C(=O)NCCN1C(=O)Nc1ccccc1)Nc1ccc2c(c1)OCO2 (stereo unspecified)	-2	2.1	-5	-0.2	-4	1	0.2	1.1	-3	-9
O=C(COc1ccccc1Cl)N(Cc1ccco1)C1CCS(=O)(=O)C1 (stereo unspecified)	-1	1.3	-6	0.0	-10	1	-3.1	1.1	-10	-7
COc1ccc(OC)c(NC(=O)c2ccc(NC(C)=O)cc2)c1	25	1.2	-1	0.5	-1	0.9	-3.7	0.9	-4	-7
CN(C)c1nc(NCc2ccccc2)nc(N/N=C/c2ccc3c(c2)OCO3)n1	-20	2.8	8	-0.4	2	0.9	0.0	0.9	-7	-3
COC(=O)C1CCCCN1C(=O)CCc1nnc(CCc2c[nH]c3ccccc23)o1 (stereo unspecified)	-8	-1.2	-1	0.1	-2	0.9	1.3	0.9	-3	-8
Cn1cccc1C(=S)N=P(C1CCCCC1)(N1CCOCC1)N1CCOCC1	-4	0.4	-6	-0.2	1	0.9	2.3	1	-4	0
CCOC(=O)CCc1nc2ccccc2[nH]c1=O	-23	0.5	-4	-0.2	-5	0.9	2.5	0.9	-2	-7
CC(=O)NCCOc1nc(N(C)C)nc(N2CCOCC2)n1	-38	2.4	-4	-0.2	4	0.9	-2.4	0.8	-7	-4
CCCc1cc2c(cc1NC(=O)c1ccc(Br)cc1)OCO2	x	1.3	-2	-0.1	-3	1.1	-4.4	1	-5	-8
c1csc(-c2nn3c(C4COc5ccccc5O4)nnc3s2)c1 (stereo unspecified)	9	4.7	-5	-0.4	-2	0.9	1.1	0.6	-2	-7
CCC(C)(C(=O)NC1CCCC1)N(C(=O)CC1NC(=O)NC1=O)c1c(C)n(C)n(-c2ccccc2)c1=O (stereo unspecified)	-12	0.5	-5	-0.1	-2	1.1	0.0	1.1	-4	-9
O=C(NC1CCCC1)c1cccc(Oc2ccccc2)c1	5	2.0	7	-0.1	-4	0.9	-0.6	1	-1	-13
COc1ccc(/C=C2/C(=O)N(CC3CCCO3)C(=S)N2C)c(OC)c1 (stereo unspecified)	x	2.8	7	-0.4	6	0.9	0.0	0.9	-3	-2
COc1ccc(CC(=O)N(C)C2CCCCC2)cc1S(=O)(=O)N1CCOCC1	-9	2.5	-2	-0.4	1	1	0.5	1.1	0	-7
